High-throughput results from PubChem.
AID inh: Primary qHTS assay for inhibitors of Activation Induced Cytidine Deaminase (AID): AID signal; Single-stranded DNA cytosine deaminase (Homo sapiens), Q9GZX7; AID deamination FRET fluorescence, UDG-coupled, 4 h; Potency, µM (titrated, usually from 115 µM), for inactives: top-dose activity change, negative = inhibition, hits mostly inhibitors; actives 0.32% (n = 91,000); AID 1347428, 2020; note: nearly all actives have a fitted effect of over 25% in size
Target sequence (Q9GZX7 whole entry, looked up): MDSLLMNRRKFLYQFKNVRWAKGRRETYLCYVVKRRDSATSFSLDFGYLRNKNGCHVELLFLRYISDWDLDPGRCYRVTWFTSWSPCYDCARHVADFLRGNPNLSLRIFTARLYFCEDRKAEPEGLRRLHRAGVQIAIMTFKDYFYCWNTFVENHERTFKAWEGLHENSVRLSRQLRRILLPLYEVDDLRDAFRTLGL
UDG counterscr: Primary qHTS assay for inhibitors of Activation Induced Cytidine Deaminase (AID): UDG Counterscreen signal. FRET deamination/UDG coupled assay, UDG read, 4 h. Potency, µM (top dose mostly 115 µM), without a hit: top-dose activity change, negative = inhibition, actives largely listed as inhibitors. actives 0.14% (n = 91,000); note: nearly all actives have a fitted effect of over 65% in size
* = called active by the depositor; u = inconclusive; [ ] = dose if it differs, or a comment. Calls come from the whole dose curve; as a rule, active = well fitted curve in the direction sought with a large enough effect; inconclusive = small, poorly fitted or top-dose-only effect, or another doubt; inactive = no such curve, though single readings can be large; an effect the other way counts as inactive or inconclusive. % is set by controls: 0 for no effect and ±100 for the full control effect; potency is the fitted concentration of half-maximal effect. This is a subset (hit frequency here may not be typical).

Under each structure – AID inh | UDG counterscr
> CCN1C(=O)C(Cc2nc3ccccc3c(=O)n2-c2cccc(C)c2)c2ccccc21 (centres undefined)
  -10% | -4%
> Cn1c(COc2ccc(Cl)cc2)nnc1SCC(O)COc1ccc(C(C)(C)C)cc1 (centres undefined)
  -15% | 0%
> CCOc1ccc(-c2cccc(NS(=O)(=O)c3ccc(C)s3)c2)nn1
  1% | 10%
> COc1cccc(CNC(=O)c2cc3n(n2)CCCN(Cc2ccc(C)cc2)C3=O)c1OC
  -21% | -3%
> COc1ccc(-n2c(COc3ccc(Cl)cc3)nnc2SCC(=O)C(C)(C)C)cc1
  -11% | -9%
> CCOc1ccc(-c2cc3c(=O)n(CC(=O)NCc4ccccc4)ccn3n2)cc1
  -1% | 12%
> COc1ccc(CC(=O)NCCc2csc(-c3ccc(C(F)(F)F)cc3)n2)cc1
  u | -3%
> Cc1ccc(SCCC(=O)N2CCN(S(=O)(=O)c3ccc(Cl)s3)CC2)cc1
  -12% | -5%
> Cn1c(=O)c2sccc2n2c(CCCC(=O)Nc3ccc(Cl)cc3)nnc12
  -22% | 2%
> CC(C)c1ccc(NC(=O)c2cc(S(=O)(=O)N3CCCCC3)cn2C)cc1
  8% | -8%

Remaining list, next part
Under each structure – AID inh | UDG counterscr
> Cc1ccc(C(c2sc3nc(-c4ccco4)nn3c2O)N2CCOCC2)cc1 (centres undefined)
  18% | -5%[57.5 µM]
> COc1ccc(C)cc1NS(=O)(=O)c1ccc2c3c(cccc13)C(=O)N2
  14% | -6%
> COc1cccc(C2CC(=O)Nc3c2c(=O)nc2c(C)cccn32)c1 (centres undefined)
  -23% | 8%
> COc1cc(NC(=O)CCn2ccnc2)cc(OC)c1OC
  -1% | 2%
> COc1ccc(CCc2nnc(NC(=O)c3ccccc3)s2)cc1
  -11% | 13%
> CNC(=O)c1c(NC(=O)c2cc(=O)c3ccccc3o2)sc2c1CCC2
  22% | 10%
> CCOc1ccc(-c2cnc(NCc3cccc(Cl)c3)n2C)cc1
  -30% | -7%
> CCOC(=O)c1c(C)oc2ncnc(Nc3ccc(OC)cc3OC)c12
  11% | -9%
> Cc1ccc2onc(CNC(=O)N3CCN(c4cccc(C)c4C)CC3)c2c1
  u | -9%
> CCc1ccc(-n2c(=O)c3c(C)c(C(=O)N(C)C)sc3n(Cc3ccccc3C#N)c2=O)cc1
  174%[activator] | -13%[57.5 µM]

Next section
Under each structure – AID inh | UDG counterscr
> COCc1nnc(NC(=O)c2ccc3ccn(Cc4ccccc4)c3c2)s1
  6% | 7%
> CSc1ccc(/C=C/c2nc(N)nc(-c3ccccc3O)n2)cc1
  -7% | -6%
> CCOc1cccc(CC(=O)N2CCc3c([nH]c4ccccc34)C2c2ccc(F)cc2)c1OCC (centres undefined)
  u | -8%[57.5 µM]
> COc1ccccc1N1CCN(C(=O)C2CCCN(S(=O)(=O)c3ccc4c(c3)CCCN4C(C)=O)C2)CC1 (centres undefined)
  -23% | -11%
> CN1C(=O)Cc2cc(S(=O)(=O)N3CCN(c4ccccc4F)CC3)ccc21
  142%[activator][57.5 µM] | u
> Cn1cc(C(=O)NCCCN2CCCCCC2=O)c2ccccc21
  -1% | 1%
> CC1=C(C(=O)Nc2ccc(C)cc2C)C(c2ccc(C(C)C)cc2)NC(=S)N1 (centres undefined)
  -4% | -2%
> Cc1ccccc1CCNC(=O)c1ccc2c(c1)CCCC2
  0% | -11%
> CC(C)(C)C(=O)Nc1cc(-c2cccc(Br)c2)nn1-c1ccccc1
  -5% | -24%
> COc1cccc(CNC(=O)c2cccc(N3CCCS3(=O)=O)c2)c1
  4% | 15%

Other results follow.
Under each structure – AID inh | UDG counterscr
> COC(=O)c1ccnc(/C=N/O)c1
  0% | 5%
> CC(=O)c1ccc(NC(=O)c2cc(C)nc3c2c(C)nn3-c2ccc(C)cc2)cc1
  19% | 3%
> CCOC(=O)c1c(NC(=O)Cc2coc3cc(C)cc(C)c23)sc2c1CCC2
  -7% | -6%
> COc1ccc2oc(C(=O)OCC(=O)c3ccc4c(c3)OCO4)c(C)c2c1
  19% | 6%
> CCn1c(SCC(=O)Nc2cccc(C(F)(F)F)c2)nnc1-c1cc2ccccc2o1
  8% | 9%
> CC1CCC2(CCc3cc4c5c(c(=O)oc4cc3O2)CCC5)CC1 (centres undefined)
  -8% | -6%
> CCOC(=O)Nc1cccc(C#N)c1
  -2% | 0%
> CCc1ccc(NC(=O)c2sc(-n3nc(C)c(Cc4ccc(OC)cc4)c3C)nc2C)cc1
  8% | -13%
> CCOC(=O)c1c(S(=O)(=O)N2CCCC(C(=O)Nc3cccc(CC)c3)C2)c(C)n(CC)c1C (centres undefined)
  -1% | -10%
> CC(=O)c1c[nH]c(C(=O)NC(C)c2ccccc2Cl)c1 (centres undefined)
  11% | 4%

In another format: 2 of the compounds above
compound	AID inh	UDG counterscr
CCn1c(SCC(=O)Nc2cccc(C(F)(F)F)c2)nnc1-c1cc2ccccc2o1	8%	9%
CC1CCC2(CCc3cc4c5c(c(=O)oc4cc3O2)CCC5)CC1 (centres undefined)	-8%	-6%

(listing goes on)
Under each structure – AID inh | UDG counterscr
> CC(=O)c1ccccc1NCC(=O)Nc1ccccc1
  -9% | -4%
> O=C(CN(c1cc(C(F)(F)F)ccc1Cl)S(=O)(=O)c1ccccc1)NCCc1ccccc1
  u | -9%
> O=C(Nc1cccc(C(=O)OCc2cc(=O)n3ccsc3n2)c1)c1ccc(F)cc1
  1% | -12%
> O=c1[nH]c(=O)n(CC2CCCO2)c2nccc(-c3ccc4ccccc4c3)c12 (centres undefined)
  5% | 2%
> O=C(CCNc1ncnc2nc[nH]c12)NCCC1CCN(Cc2ccccc2)CC1
  10% | 5%
> O=C(CCc1ncc(-c2ccccc2F)o1)NCc1ccccc1
  0% | -8%
> CC(C)CCSc1ccccc1C(=O)O
  2% | -1%
> O=C(Nc1cccc(-c2nc3c(s2)CCCC3)c1)C1CC1
  -1% | -2%
> Cc1ccc(NCC(=O)N2CCN(S(=O)(=O)c3ccc4ccccc4c3)CC2)c(F)c1
  2% | -1%
> CC(C)CC(NC(=O)c1cccc(OCc2ccc(F)cc2)c1)C(=O)O (centres undefined)
  12% | 6%

(more compounds)
Under each structure – AID inh | UDG counterscr
> CCN(CC)CCNC(=O)CCn1ccc2cc(S(=O)(=O)N3CCCCC3)ccc21
  -17% | 8%
> O=S(=O)(Nc1nc2ccccc2nc1N1CCCC1)c1ccc(F)cc1
  -1% | -3%
> Cc1cc(C)nc(NNC(=O)CNC(=O)c2ccccc2)n1
  -5% | -11%
> Nc1ncnc(Nc2ccc(F)c(Cl)c2)c1[N+](=O)[O-]
  2% | -1%
> Oc1ccc(Br)cc1C=Nc1ccccc1C(F)(F)F
  -12% | -5%
> COCc1cc(C)nc2sc(C(=O)Nc3ccccc3O)c(N)c12
  32%[activator] | 3%
> CC(C)COc1ccc(C(=O)Nc2nnc(S(=O)(=O)N(C)Cc3ccco3)s2)cc1
  -22% | 0%[57.5 µM]
> COC(=O)c1cc(-c2ccc(Cl)cc2)nc2onc(C)c12
  0% | 2%
> Cc1ccc(-c2cc(C(=O)NCCc3ccccc3)c3ccccc3n2)cc1
  7% | -3%
> CCCCOC(=O)c1ccc(Nc2nc3ccccc3c3nnc(C)n23)cc1
  10% | 17%

(continued)
Under each structure – AID inh | UDG counterscr
> Cn1nc(C(=O)Nc2cccc(C(F)(F)F)c2)c2c1-c1ccccc1OC2
  21% | -1%
> COc1cc(C(C)=O)ccc1OCc1ccccc1C#N
  -9% | -10%
> Cc1cc(SCC(=O)NC2CCS(=O)(=O)C2)nc2ccccc12 (centres undefined)
  -16% | -6%
> O=S(=O)(c1ccc(F)cc1)N(Cc1nc(-c2ccc(Cl)cc2)no1)C1CCCCC1
  -14% | 2%
> COc1ccc(CCNC(=O)c2ccc(Cn3c(=O)c4cccn4c4cccnc43)cc2)cc1OC
  u | 4%
> COc1ccc(NC(=O)Cn2nc3c(cc2=O)CCCC3)cc1Cl
  14% | 6%
> CCOc1ccc(NC(=O)c2cc(C)nc3ccccc23)cc1OC
  8% | -3%
> CCOc1ccc(NC(=O)N(C(C)C)C2CCN(C(C)=O)CC2)cc1
  -4% | 0%
> COc1ccc(OC)c2c1CC(C)(C)n1c(-c3ccccc3)nnc1-2
  -12% | -7%
> CC(=O)NNc1ncnc2c1cnn2-c1ccccc1
  -4% | -2%

The list goes on.
Under each structure – AID inh | UDG counterscr
> Cc1ccc(SC(=O)c2ccccc2)cc1
  11% | 6%
> Cc1nc(-c2ccncc2)[nH]c(=O)c1CC(=O)N(C)C(C)CC(C)C (centres undefined)
  5% | -3%
> Cc1ccc(Cl)cc1N1CCN(C(=O)c2cnn(C)c2C2CCN(C(=O)OC(C)(C)C)CC2)CC1
  u | 31%[activator]
> O=C(CSc1nnc(C2CC2)n1Cc1ccccc1)c1ccccc1
  -15% | -7%
> Cc1ccc(NS(=O)(=O)c2ccc(-c3cc(C)no3)cc2)c(C)c1
  -3% | 2%[57.5 µM]
> COC(=O)/C=C(C(=O)OC)/C(=C\C(=O)OC)C(=O)OC
  -5% | -1%
> CCc1nnc2c(Nc3cccc(F)c3)nc3ccc(C(=O)c4ccccc4)cc3n12
  -2% | -2%
> CCOc1ccc(CCNC(=O)CCCc2nnc3n(CC)c(=O)c4sccc4n23)cc1
  6% | 0%
> CCOc1ccc(-n2nc3cc(C)c(NC(=O)c4ccc(Br)o4)cc3n2)cc1
  49%[activator] | 16%
> c1ccc(N2CCN(Cc3cccn3-c3nnc(N4CCN(C5CCCCC5)CC4)s3)CC2)cc1
  7% | -3%

Following part:
Under each structure – AID inh | UDG counterscr
> CC(C)CC(=O)Nc1nnc2n1CCS2
  32%[activator] | 0%
> CCc1ccc(NC(=O)C(=O)NCCc2sc3nc(-c4ccc(OC)cc4)nn3c2C)cc1
  -4% | -12%
> CCOC(=O)c1ccc(NC(=O)CCn2nc(C)c(S(=O)(=O)N3CCCCC3)c2C)cc1
  -3% | -6%
> COc1ccc(OC)c(NC2c3ccccc3C(=O)N2Cc2ccccc2Cl)c1 (centres undefined)
  -13% | -10%
> O=C(NCc1cnn(-c2ccccc2)c1)C1CCN(S(=O)(=O)c2ccccc2)CC1
  -5% | 1%
> N#Cc1nc(-c2ccccc2)oc1N1CCC(C(N)=O)CC1
  -15% | 20%
> OCCCc1nc2ccccc2n1CCCCOc1ccccc1
  -25% | -12%
> CCCCC(=O)n1nc(-c2ccc(Cl)cc2)nc1N
  -4% | 0%
> Cc1ccc(Br)c(SCC(=O)O)c1
  2% | 10%
> CCOC(=O)CNC(=O)NC1CCN(c2nc3ccccc3n(C)c2=O)CC1
  -12% | 2%

Following part.
Under each structure – AID inh | UDG counterscr
> Cc1ccc(NC(=O)CCCn2nc(C)c3c(C)n(-c4ccccc4)nc3c2=O)cc1Cl
  2% | u
> Cc1ccc(Cn2c(SCc3ccc(C(=O)NC4CCCCC4)cc3)nc3ccncc32)cc1
  5% | -2%
> CCC(C(=O)NCc1ccc(C(=O)OC)cc1)c1ccccc1 (centres undefined)
  -8% | -4%
> COc1cc(/C=N/O)cc(OC)c1OC
  -1% | 0%
> CSc1nc(Nc2ccc(F)cc2)cc(-c2ccccc2)n1
  u | -17%
> Cc1ccc(NC(=O)C2CCCN2S(=O)(=O)c2cccc3cccnc23)cc1 (centres undefined)
  -13% | -6%
> O=C(Nc1ccnn1Cc1ccccn1)c1cccc(S(=O)(=O)N2CCCC2)c1
  -7% | -8%
> N#Cc1ccc(OCCCOc2ccc(C#N)cc2)cc1
  -2% | -4%
> CCOc1cc(/C=C/c2ccc3ccccc3n2)ccc1O
  7% | 2%
> COc1ccc(OC)c(NC(=O)c2cc(=O)c3c(C)cc(C)cc3o2)c1
  11%[57.5 µM] | 5%[57.5 µM]

Reprinted from the results shown, 3 compounds:
Under each structure – AID inh | UDG counterscr
> COc1cc(/C=N/O)cc(OC)c1OC
  -1% | 0%
> CSc1nc(Nc2ccc(F)cc2)cc(-c2ccccc2)n1
  u | -17%
> Cc1ccc(NC(=O)C2CCCN2S(=O)(=O)c2cccc3cccnc23)cc1 (centres undefined)
  -13% | -6%

Other structures.
Under each structure – AID inh | UDG counterscr
> CC(C)(C)NC(NC(=O)c1ccc(C(C)(C)C)cc1)C(Cl)(Cl)Cl (centres undefined)
  -8% | 0%
> Cc1ccc(Nc2cc(C)nc3c(C)cc(C)c([N+](=O)[O-])c23)cc1
  -8% | 0%
> Cc1cccc(C(=O)Nc2ccc(N3CCC(CCN4CCOCC4)CC3)c(C(=O)O)c2)c1
  33%[activator] | -1%
> CCOc1cc(/C=C/C(=O)OCc2cccc(C)c2)cc(Cl)c1OC
  0% | -1%
> COc1ccc2c(COC(=O)c3cc4ccccc4cc3O)cc(=O)oc2c1
  -1% | -2%
> CCn1nc(C(=O)OCc2cc(=O)oc3cc(O)ccc23)c2ccccc2c1=O
  -20% | -8%
> CCOC(=O)C1(C)C=C(Nc2ccc(Br)cc2)C(=O)N1c1ccccc1 (centres undefined)
  12% | -1%
> Cc1oc2cc(OCC(=O)N3CCCCC3)ccc2c(=O)c1-c1ccc(Cl)cc1
  -27% | 9%
> CCOCCCNC(=O)c1ccc2c(=O)n(CCc3ccccc3)c(=O)[nH]c2c1
  1% | -8%
> Cc1ccc(S(=O)(=O)Nc2ccc(-c3ccc(N4CCCCCC4)nn3)cc2)cc1C
  7% | 10%
> CC(=O)c1c(C)[nH]c(C(=O)Cn2c(=O)c3c(ncn3CC(C)C)n(Cc3ccccc3)c2=O)c1C
  -1% | -3%
> COc1ccc(CNS(=O)(=O)c2ccc3c(c2)C(C)(C)C(=O)N3C)cc1OC
  -8% | 7%
